From PubChem
F508del corr = CFTR F508del correction in bronchial cells; CFBE cells, YFP halide quenching; stimulated with forskolin plus potentiator P3; % fluorescence drop versus neutral controls; activity (quench increase), % at 7.58 µM; 0.36% of 350,000 active; AID 720511;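 active = mean added fluorescence quench of at least 8% versus neutral control, with both replicates also reaching 8%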;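 note: cells transiently co-express mutant CFTR-F508del with the halide-sensitive YFP; corrector assay measuring rescue of mutant channel to the surface after 24 h compound exposure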
miR-122 sensor = inhibitors of miR-122 in Huh7 cells; AID 602342; Huh7 miR-122 Renilla luciferase sensor, 48 h; neutral wells = 0, positive control = 100; 0.3% of 340,000 active; activation (reporter increase), % at 12.5 µM;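 active = mean replicate activation score at least 90 and every replicate individually at or above 90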;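 note: higher luciferase means less miR-122 activity so hits act as miR-122 inhibitors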
Cneo AK release = causes C. neoformans cell lysis; adenylate kinase release luminescence, 4 h; normalised: neutral wells 0, clomiphene wells 100; lysis activity, % at 15 µM; 0.2% of 360,000 active;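 active = mean lysis activity across replicates of at least 80%, whatever share of replicates individually reach that level; inactive = mean lysis activity below 80%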
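Material: C. neoformans cells | Amount: Yeast cell density of 5 × 10^6 cells/mL | Medium: Fresh YPD growth medium | Dosing: Single dose | Times: Static 4 h at 37 °C with compound, 1 h detection | Detection: AK luminescence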
FN deposition inh = fibronectin deposition inhibition; AH1F fibroblasts, Alexa488-fibronectin deposition fluorescence, overnight; inhibition, % at 12.6 µM; 0.086% of 350,000 active; AID 743247;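 active = mean inhibition across replicates of 30% or more, regardless of how many single replicates reach that level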;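 note: positive control wells lacked labelled fibronectin entirely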
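Assay system: AH1F fibroblast monolayer, labelled fibronectin deposition. Amount: 10000 cells per well. Also added: labelled fibronectin 24 nM. Compound: single-point pinned compound. Incubation: cell attachment 1 h, compound and FN exposure overnight. Detection: fluorescence after three HBSS washes, excitation 485 nm, emission 525 nm. Read-out: inhibition of fibronectin deposition signal.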
PglD DTNB = blocks C. jejuni PglD acetyltransferase activity. 0.098% of 360,000 active. purified PglD enzyme, DTNB colorimetric CoA detection. inhibition, % at 12.5 µM; in the data active = inhibition above about 16%, passing the limit was not always enough; note: strong numbers were not always called active
INS-1E GSIS act = GLuc luminescence reporter in INS-1E cells, primary screen for activators of glucose-dependent secretion of insulin. 0.61% of 370,000 active. AID 743287. INS-1E GLuc reporter insulin secretion, 2-3 h. activation, % at 16.6 µM;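 active = lowest replicate activation of at least 40%, so every replicate reaches that level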;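 note: 0% = median of neutral control wells and 100% = median of IBMX positive control wells; some compounds called inactive have numbers as strong as hits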
Statin myotox sup = suppression of simvastatin myotoxicity; rescue of ATP level, % at 7.49 µM; 0.78% of 330,000 active; C2C12 myotubes + simvastatin, ATP luminescence, 48 h; scaled: DMSO 0, geranylgeraniol control 100;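 active = mean ATP rescue above about 67%, or every replicate alone reaching that limit, limit read from the data, passing the limit was not always enough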;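 note: myotubes were challenged with 10 µM simvastatin during compound exposure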
PGC1a acetyl inh = PGC1a acetylation modulation, inhibitor mode; AID 651687; U2OS PGC1a acetylation, AlphaScreen anti-acetyl-lysine; with virally co-expressed GCN5 acetyltransferase; 0.17% of 350,000 active; inhibition, % at 15.6 µM;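 active = every replicate shows inhibition of at least 40%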;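 note: 0% = neutral control wells and 100% = positive control wells; some results beyond the cut were filed as inactive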
Starred values were filed as active, the others as inactive; nt = not tested or not shown; [ ] = remark or other dose.

SMILES	F508del corr	miR-122 sensor	Cneo AK release	FN deposition inh	PglD DTNB	INS-1E GSIS act	Statin myotox sup	PGC1a acetyl inh
O=C(CCNC(=O)C1CCN(S(=O)(=O)c2ccccc2)CC1)NCc1ccncc1	0.5	nt	-6	2	-5	1	7	nt
COc1cccc(Cn2c(=O)ccc3ccccc32)c1	-1.8	0	nt	4	nt	-6	-2	5
CN1CCN(c2ccc(-c3cc(NC=O)c4ncc(-c5ccc(F)c(Cl)c5)n4c3)cc2)CC1	-4.2	nt	3	9	0	19	8	nt
CO[C@@H]1CN(C)C(=O)c2ccc(NC(=O)C3CCC3)cc2OC[C@@H](C)N(Cc2ccc(F)cc2)C[C@H]1C	1.9	4[16.7 µM]	2	-2	-1	-24	27	nt
O=C(CCNS(=O)(=O)c1cccc2nsnc12)N1CCc2ccccc21	nt	-3	-1	nt	-8	16	nt	2
O=C(NCc1cccs1)C1CCCN(C(=O)Nc2ccccc2)C1 (stereo unspecified)	-4.3	nt	0	6	0	2	-1	nt
O=C1OCCC1Sc1ncnc2sc3c(c12)CCC3 (stereo unspecified)	nt	-3	-2	nt	1	nt	16	30
COc1ccc(OCC(O)CN2C(=O)NC(C)(C)C2=O)cc1 (stereo unspecified)	nt	4	2	0	0	nt	121*	4
CCn1c(SCC(=O)Nc2ccccc2F)nc2c(c1=O)SC(C)C2 (stereo unspecified)	nt	-2	7	nt	1	nt	7	0
CC(=O)Nc1ccc(OC(=O)c2c(-c3ccccc3Cl)noc2C)cc1	nt	3	0	12	1	-3	10	-4
CCCCOC(=O)c1cc(Cl)c(O)c(OC)c1	3.8	nt	1	1	-1	-3	-2	nt
OC[C@@H]1CN(Cc2ccc(F)cc2)C[C@H](n2cnc3c(N4CCN(c5ccccc5)CC4)ncnc32)O1	0.1	1	2	11	-4	-38	30	-10
O=C(CCN1C(=O)c2ccc([N+](=O)[O-])cc2C1=O)Nc1nccs1	-0.3	nt	nt	-6	nt	7	nt	11
CC(=O)Cc1nsc(NC(=O)c2c(-c3ccccc3Cl)noc2C)n1	nt	1	3	-7	7	2	0	-10
Cc1ccc(NC(=O)CN(c2ccc(Cl)cc2)S(=O)(=O)c2cc([N+](=O)[O-])ccc2Cl)c(C)c1	-2.8	-5	nt	5	nt	-1	nt	2
CC(C)C[C@@H](CN=[N+]=[N-])N1CCN(CC(C)C)CCC1=O	-0.1	-4	1	-4	0	0	-8	-7
O=C(CSc1nnc2ccc(-c3ccncc3)nn12)N1CCCCC1	1.2	-2	0	-4	3	3	1	4
CN(C(=O)c1ccccc1Cl)c1ccccc1C(=O)NCc1ccccc1	-1.0	nt	8	2	0	-6	-3	nt
CCc1nnc(NC(=O)CSc2nnc(Cc3cccn3C)n2C)s1	-2.1	-6	0	3	0	14	-1	-3
CCN(c1ccc(OC)cc1)S(=O)(=O)c1nnc(NC(=O)COc2ccccc2)s1	-1.6	1	-1	12	0	7	-1	-7
CC(C)Nc1nc(Oc2ccc(Cl)cc2)cc(C(F)(F)F)n1	nt	-2	5	1	-4	nt	-3	12
Cc1ccccc1OCC(=O)NC(=S)Nc1ccc(Br)c(C)n1	nt	1	0	nt	3	nt	-6	0
Cn1nc(C(F)(F)F)c2cc(NC(=O)OCC(C)(C)C)sc21	nt	3	-3	0	-4	nt	-14	-20
CC(C)Cc1ccc(-c2cc(=O)[nH][nH]2)cc1	-4.4	-2	nt	-5	nt	7	nt	-6
O=C(COC(=O)c1ccco1)Nc1cc(S(=O)(=O)N2CCOCC2)ccc1Cl	-5.7	nt	-1	1	-4	9	-9	-2
COCCOC(=O)C1=C(C)N=c2s/c(=C\c3cccs3)c(=O)n2C1c1cccs1 (stereo unspecified)	nt	-4	3	nt	1	2	4	2
Cn1nccc1C(=O)OCC(=O)Nc1ccc(S(N)(=O)=O)cc1	3.6	nt	-3	-4	-3	19	18	nt
O=C(CSc1nc(-c2ccc(F)cc2)cs1)Nc1ccccn1	-1.2	4	0	nt	nt	4	nt	-16
C[C@@H]1CN([C@H](C)CO)C(=O)c2cc(NC(=O)Nc3ccc(C(F)(F)F)cc3)ccc2O[C@@H]1CN(C)S(=O)(=O)c1cn(C)cn1	-0.2	2[16.7 µM]	-3	nt	4	7	11	0
COc1cc(NC(=O)c2cc3ccccc3cc2O)c(OC)cc1Cl	1.4	-9	-4	-3	-4	-21	-174	-15
O=C1C2C3C=CC(CC3)C2C(=O)N1/N=C/c1ccc(O)c(O)c1 (stereo unspecified)	nt	7	17	9	1	nt	nt	-8
Cc1oc2ccc(O)cc2c1C(=O)OC(C)C	nt	-2	-3	-2	6	nt	6	-8
O=C(NC1CCc2ccccc21)C12CN(Cc3ccccc3)CC1C(c1cccc([N+](=O)[O-])c1)=NO2 (stereo unspecified)	4.1	5	-3	4	-4	-2	-4	-1
CCCCn1c(N)c(N(CCOC)C(=O)CSCc2c(C)noc2C)c(=O)[nH]c1=O	0.3	-1	-3	nt	5	-4	nt	2
C[C@@H]1CN([C@H](C)CO)S(=O)(=O)c2ccc(C#CC3CC3)cc2O[C@H]1CN(C)C(=O)C1CCC1	1.2	24[16.7 µM]	0	nt	-2	-9	-3	-6
C[C@@H]1CN([C@@H](C)CO)C(=O)c2ccccc2-c2ccccc2CO[C@H]1CN(C)Cc1ccccc1C(F)(F)F	0.0	nt	nt	3	nt	4	nt	-5
CC(=O)Nc1ccc(S(=O)(=O)NNC(=O)c2ccc([N+](=O)[O-])cc2)cc1	3.5	4	1	-1	-1	nt	7	0
Fc1ccccc1-c1nc(-c2ccccc2)no1	nt	12	-1	0	-4	nt	-11	3
CCCCCC(=O)N1C[C@H](O)[C@@H](n2cc(-c3ccc(F)cc3)nn2)C[C@@H]1c1ccc(Cl)cc1	-1.2	-7	nt	22	nt	-11	10	-15
C/C(=N\Nc1cc(N2CCOCC2)ncn1)c1ccc(O)cc1	0.7	-8	2	4	-1	nt	7	12
O=C(CN1CCOCC1)Nc1ccc2c(c1)OCCO2	-4.2	-3	1	2	-1	15	7	-2
O=C(c1ccccn1)N1CC[C@@H]2[C@@H](CO)Nc3ccc(Br)cc3[C@@H]21	-1.9	15[16.7 µM]	23	-6	0	-4	22	0
Cc1cc(Cl)ccc1NC(=S)N1CCN(C(=O)c2ccco2)CC1	1.7	35	-1	-1	1	-2	nt	-7
CCOc1cc(/C=C2\SC(=O)N=C2N)ccc1O	nt	-2	-7	4	-3	-1	nt	6
C[C@@H]1CN([C@H](C)CO)C(=O)c2cc(NS(=O)(=O)c3cn(C)cn3)ccc2O[C@@H]1CN(C)Cc1ccccc1	-0.7	1[16.7 µM]	6	nt	-1	7	-2	nt
CCC(=O)Nc1ccc(NC(=O)CSc2nnnn2CC)cc1C	nt	5	-1	nt	2	1	3	4
CC(C)NC(=O)N(C)C[C@@H]1Oc2ncc(C#CCc3ccccc3)cc2C(=O)N([C@@H](C)CO)C[C@H]1C	-1.9	-7[16.7 µM]	-1	5	4	-5	4	-1
Cc1cc(C)cc(-c2nnc(SCC(=O)NCc3cccs3)o2)c1	nt	-2	-1	nt	-6	-1	12	0
CCCS(=O)(=O)NC(=O)C1(C)CCN(C(=O)c2cccnc2Oc2ccccc2)C1 (stereo unspecified)	-2.4	0	-1	-3	-5	-7	-2	-7
O=C(CCNC(=O)Cn1ccc2ccccc2c1=O)NCc1ccccn1	1.3	-5	nt	1	nt	-2	-9	0
Cc1cccnc1NC(=O)c1ccc(S(=O)(=O)N2CCC(C)CC2)cc1	-4.4	0	-1	nt	2	-27	11	-5
COc1cc(OC)c(C(=O)Nc2ccccc2-c2ccccc2)cc1OC	-4.0	9	-2	5	6	-9	nt	nt
C[C@@H]1CN([C@H](C)CO)S(=O)(=O)c2ccc(-c3cncnc3)cc2O[C@H]1CN(C)C(=O)Cc1ccccc1	2.2	2[16.7 µM]	-4	nt	1	4	-2	9
N#C[C@H]1[C@@H](c2ccc(C3=CCCCC3)cc2)[C@@H](CO)N1C(=O)Cc1ccncc1	2.4	nt	-5	-7	-1	4	17	0
O=C(C[C@H]1CC[C@@H](NC(=O)c2ccc(F)cc2)[C@@H](CO)O1)NCCc1ccccc1	-2.2	-14[16.7 µM]	-2	0	5	4	-9	4
Cc1noc(C)c1S(=O)(=O)Nc1ccc2c(c1)C(=O)N([C@@H](C)CO)C[C@H](C)[C@@H](CN(C)C(=O)Nc1ccc(F)cc1)OCCCC[C@H](C)O2	-0.7	-2[16.7 µM]	1	1	2	-7	nt	7
O=C(O)/C(=C1/OC(=O)c2ccccc21)c1ccccc1	nt	-2	4	nt	9	nt	4	46
O=C(COc1ccc(Cl)cc1)Nc1ccccc1C(=O)NCc1cccnc1	0.2	nt	4	nt	-2	20	nt	2
CN(C)c1ccc(CNC(=O)CN(C)S(=O)(=O)c2ccc3c(c2)c(=O)n(C)c(=O)n3C)cc1	-4.0	0	2	4	0	1	-10	-8
CC(=O)N1CC2(c3ccccc3)CN(C(C)=O)CC(c3ccccc3)(C1)C2=O	0.5	-4	nt	1	nt	-13	5	11
Continued.
SMILES	F508del corr	miR-122 sensor	Cneo AK release	FN deposition inh	PglD DTNB	INS-1E GSIS act	Statin myotox sup	PGC1a acetyl inh
CCc1ccc(C(=O)COc2ccc(NC(C)=O)cc2)cc1	nt	-1	-2	2	5	nt	-3	6
Cn1c(SCC(=O)Nc2ccc3c(c2)OCCO3)nnc1-c1ccco1	nt	2	-2	nt	-2	nt	-2	0
CCn1nc(C)c(CNC(=O)C2CCC(=O)N(Cc3ccc(Cl)cc3)C2)c1C (stereo unspecified)	-4.0	-7	3	7	-1	4	0	0
Cc1ccnc(NC(=O)c2cc3c(=O)oc4ccc(C)cc4c3s2)c1	-0.2	1	0	7	4	-3	-15	-3
CCn1c(CNc2ccc(Cl)cc2)nnc1SCC(=O)NCc1ccccc1	nt	6	-1	-4	-22	nt	4	-2
Cc1nc2ncnn2c(C)c1CCC(=O)NCc1ccco1	nt	-7	-2	-19	-1	nt	4	1
CCc1nc2ccc(C(=O)Nc3cc(-c4ccccc4)ccc3OC)cn2c1N(C)Cc1nccs1	2.9	-18	-2	-13	0	nt	-20	1
Cc1ccc(C2=NS(=O)(=O)N(C)C(C(=O)NC(C)c3ccccc3)=C2)cc1 (stereo unspecified)	-1.4	-1	0	3	5	nt	5	-15
Cc1ccc2nc(NC(=O)C(NS(=O)(=O)c3cccc4nsnc34)C(C)C)sc2c1 (stereo unspecified)	1.7	0	0	17	-1	0	38	-11
NC(=O)c1cccn1Cc1cccc(Cl)c1	nt	-5	0	6	-7	7	nt	-13
O=C(C[C@H]1CC[C@H](NC(=O)Nc2ccc(C(F)(F)F)cc2)[C@H](CO)O1)NCc1ccccn1	0.9	nt	-2	nt	2	-4	-3	7

Structures shown so far that have a CF3 group, in the order listed:
SMILES	F508del corr	miR-122 sensor	Cneo AK release	FN deposition inh	PglD DTNB	INS-1E GSIS act	Statin myotox sup	PGC1a acetyl inh
CC(C)Nc1nc(Oc2ccc(Cl)cc2)cc(C(F)(F)F)n1	nt	-2	5	1	-4	nt	-3	12
Cn1nc(C(F)(F)F)c2cc(NC(=O)OCC(C)(C)C)sc21	nt	3	-3	0	-4	nt	-14	-20
C[C@@H]1CN([C@H](C)CO)C(=O)c2cc(NC(=O)Nc3ccc(C(F)(F)F)cc3)ccc2O[C@@H]1CN(C)S(=O)(=O)c1cn(C)cn1	-0.2	2[16.7 µM]	-3	nt	4	7	11	0
C[C@@H]1CN([C@@H](C)CO)C(=O)c2ccccc2-c2ccccc2CO[C@H]1CN(C)Cc1ccccc1C(F)(F)F	0.0	nt	nt	3	nt	4	nt	-5
O=C(C[C@H]1CC[C@H](NC(=O)Nc2ccc(C(F)(F)F)cc2)[C@H](CO)O1)NCc1ccccn1	0.9	nt	-2	nt	2	-4	-3	7
